All columns: NCI-60 one-dose screen, growth in % after 48 h at 10 µM unless noted; 100 = growth as untreated, 0 = no growth, -100 = all killed.
NCI-H23: NCI-H23 lung cancer | AID 1794731 | hit rate 4% among 80,000
COLO 205: COLO 205 colon cancer; hit rate 7.3% among 79,000
HT29: HT29 colon cancer; hit rate 7.4% among 81,000; AID 1794748
NCI-H460: NCI-H460 lung cancer; AID 1794736; hit rate 6.8% among 82,000
RXF 393: RXF 393 renal cancer cells; hit rate 6.9% among 77,000; AID 1794773
NCI-H322M: NCI-H322M lung cancer; hit rate 2.7% among 80,000
A498: A498 renal cancer cells; hit rate 5.4% among 76,000
NCI-H522: NCI-H522 lung cancer; hit rate 8% among 78,000
NCI-H226: NCI-H226 lung cancer; hit rate 3.5% among 79,000
* = called active by the depositor; . = no result given; [ ] = remark or other dose. How the source made its calls: active means growth percent below 10; inactive means the rest.

smiles	NCI-H23	COLO 205	HT29	NCI-H460	RXF 393	NCI-H322M	A498	NCI-H522	NCI-H226
CC1=C(O)C(=O)C=C1	102.1	107.1	104.0	110.3	117.5	101.3	106.9	92.9	114.6
CC1Cc2c(ncnc2-n2cnc3ccccc32)N(C)c2ccc(O)cc21 (stereo unspecified)	98.0	95.9	93.8	98.2	107.7	98.6	94.8	75.8	98.4
O=C(COc1cccc2[nH]ccc12)Nc1ccc2c(c1)OCO2	98.2	97.5	99.9	102.2	114.4	90.7	102.1	80.3	113.7
O=C1Nc2ccccc2C1O (stereo unspecified)	95.0	108.9	104.1	108.6	112.5	102.5	84.6	94.9	103.9
COc1ccc(CN2C(=O)/C(=C/c3nc(CO)cs3)SC2=S)cc1	92.6	118.3	107.0	100.3	95.3	97.5	.	35.6	101.1
NC(N)=NC(N)=Nc1ccc(Cc2ccc(N=C(N)N=C(N)N)cc2)cc1	98.3	94.4	103.9	98.9	110.7	94.4	62.7	85.1	.
O=c1c2ccccc2nc(N/N=C/c2ccc(N3CCOCC3)cc2)n1-c1ccccc1	107.3	117.6	118.1	116.0	.	105.4	84.2	96.6	106.3
O=C(CSc1nnc2n1N=C(c1ccc([N+](=O)[O-])cc1)CS2)c1ccc([N+](=O)[O-])cc1	93.2	108.6	96.9	103.9	93.9	92.5	107.0	87.9	89.2
O=C(O)C(=Cc1ccco1)C(=O)O	105.0	94.2	103.8	114.5	116.7	106.6	114.7	113.1	108.7
C1CCC(NC2=NCCO2)CC1	103.9	109.8	99.6	112.8	103.5	113.8	95.3	87.6	96.5
N#CC1=C(c2ccccc2)Nc2c(c(-c3ccccc3)nn2-c2ccccc2)C12C(=O)N(Cc1ccccc1)c1ccccc12 (stereo unspecified)	91.6	125.1	105.6	98.2	96.0	97.4	153.8	80.2	66.2
COc1cc2cc(C(=O)Nc3ccccc3)c(N)nc2cc1OC	77.6	-93.3*	-70.6*	-40.2*	-14.7*	44.1	52.4	-65.3*	65.2
CC(C)c1ccc(C(=O)OC(=O)c2ccc(C(C)C)cc2)cc1	86.4	.	112.2	96.3	98.5	88.8	92.1	85.3	97.9
CCn1c(SC/C(=N/O)c2ccc(Br)cc2)nnc1-c1ccncc1	105.7	114.3	104.3	111.9	116.4	107.6	70.1	93.4	105.3
CCOc1cc(C(=O)O)ccc1O	98.4	107.6	100.5	106.0	107.7	97.0	.	88.5	80.2
COc1ccc(NC(=O)CSc2nc(C)c(C(C)=O)n2-c2ccc(Cl)cc2)cc1	90.6	102.1	84.2	102.4	94.5	100.1	75.6	78.1	86.6
CNC(=O)Sc1cccc(C)c1	107.0	.	106.4	112.3	122.7	123.1	112.7	99.5	110.8
C[C@@]1(O)CCCC[C@H]1O	105.5	117.0	102.5	111.1	100.9	109.8	.	93.8	96.8
Cc1ccc(C(=O)CCCCC(=O)c2ccc(C)cc2)cc1	97.1	111.5	99.8	104.9	109.9	99.9	91.4	98.4	100.1
COc1ccc2[nH]c(O)c(/C=c3/ccc4c(c3)N=C(c3cc(OC)c(OC)c(OC)c3)N=4)c2c1	87.2	79.1	88.9	97.3	80.3	80.6	121.3	68.9	54.2
COc1ccc(C(=O)CSc2nccc(Nc3ccc(S(=O)(=O)Nc4ccccn4)cc3)n2)cc1	95.8	110.6	117.1	110.8	108.7	103.8	115.5	83.1	97.3
COc1ccc(-c2nc3sc(C4CC4)nn3c2/C=C2/C(=O)Nc3cc(Cl)ccc32)cc1	85.6	90.3	65.3	87.0	97.8	94.4	115.2	59.2	106.2
CCOC(=O)CC(=O)Cc1ccccc1	100.2	101.7	103.9	109.2	.	105.2	108.4	103.5	95.7
O=[N+]([O-])c1ccc(Oc2cccc(C(F)(F)F)c2)c([N+](=O)[O-])c1	27.7	2.4*	-4.9*	95.6	53.6	90.3	97.8	-16.0*	47.6
CC(C)Oc1ccc(/C=C2/NC(=O)NC2=O)cc1	102.7	114.8	101.6	109.1	107.7	97.4	106.4	105.8	96.8
N#CC1(C#N)C2=C(CCCCC2)NC(c2cccs2)C1(C#N)C#N (stereo unspecified)	94.3	106.1	109.4	104.0	110.8	95.7	124.0	89.3	95.4
NC(Cn1ccc(=O)c(O)c1)C(=O)O (stereo unspecified)	106.3	114.2	94.6	120.6	107.8	110.1	107.4	101.1	102.4
NS(=O)(=O)c1ccc(Cn2c(SCC(=O)N/N=C/c3ccc(F)cc3)nc3ccccc3c2=O)cc1	103.1	122.7	116.9	102.4	100.4	93.2	.	77.9	93.1
CNC(=O)c1cnc(C)nc1-c1cc(C(C)(C)C)c(O)c(C(C)(C)C)c1	102.9	105.4	105.8	107.7	111.1	104.1	112.0	83.2	98.2
C[C@]12CC[C@@H]3c4ccc(O)cc4CC[C@H]3[C@@H]1CC[C@@H]2NS(=O)(=O)c1ccc2ccccc2c1	70.2	47.1	45.2	45.8	40.7	65.5	64.2	33.4	52.3
COc1ccc(C2=NN(C(=O)c3cc(-c4ccc(Cl)cc4)nc4ccccc34)C(c3cc(-c4ccccc4)nn3-c3ccccc3)C2)cc1OC (stereo unspecified)	75.7	76.7	98.8	54.7	80.8	76.7	87.4	72.0	73.2
CCCCCC(O)C1C(=O)OC(C)C(O)/C=C/C=C/C=C/C=C/C=C(\C)C(O)CC(O)CC(O)CC(O)CC(O)CC(O)CC1O (stereo unspecified)	87.4	102.9	108.8	102.8	114.7	83.6	99.7	101.0	87.5
Cn1c(-c2ccc(Br)cc2)cc(=O)c2ccccc21	97.2	108.5	78.5	99.6	100.3	99.3	64.0	57.6	85.6
CCCCC[C@H]1C/C=C2/C(=O)C=C[C@@H]2C/C=C\CCCC(=O)O[C@@H](CCCCC)C/C=C2/C(=O)C=C[C@@H]2C/C=C\CCCC(=O)O1	-72.7*	-81.7*	-77.9*	-54.7*	-92.4*	-85.7*	-84.8*	-81.7*	-61.2*
CCCCCCCCCCCCCCCCCC(=O)OCC1(COC(=O)CCCCCCCCCCCCCCCCC)COC(CCCCCCCCCCCCCCCCC)=N1	97.4	109.8	94.1	105.6	108.7	91.6	107.4	.	105.7
C=C(C)[C@@H]1CC[C@]2(C#N)CC[C@]3(C)[C@H](CC[C@@H]4[C@@]5(C)CCC(=O)NC(C)(C)[C@@H]5CC[C@]43C)[C@@H]12	95.3	91.4	75.5	109.8	107.7	103.0	.	68.8	92.0
O=S(=O)(Nc1cccc2[nH]cnc12)c1ccc(F)c(Cl)c1	89.5	98.5	101.7	89.0	92.1	97.4	64.0	82.3	82.3
Nc1nonc1-n1nnc(C(=O)N2CCCC2)c1-c1ccccc1	103.9	106.6	96.1	111.8	87.7	.	105.4	94.8	85.7
O=C1c2ccccc2C(=O)N1OCCCBr	110.8	111.0	104.9	112.2	104.8	109.3	85.5	105.3	97.0
CCCC(=O)Nc1ccc2c(c1)CN1C(=O)c3ccccc3C1=N2	106.1	109.1	.	103.1	108.8	99.1	88.5	105.5	100.5
COc1cccc(/C(C)=N/NC(=O)CSc2nc3ccccc3c(=O)n2CCc2ccc(S(N)(=O)=O)cc2)c1	31.6	42.9	2.6*	-53.2*	57.9	58.2	72.1	42.2	89.1
COc1cc(-c2c(C#N)c(N)n3c(nc4ccccc43)c2C#N)cc(Br)c1OC	59.2	55.1	32.1	28.4	-9.3*	70.9	67.1	39.8	27.8
COCOc1cc2c(=O)c(C)c(C(=O)N[C@@H](Cc3ccccc3)C(=O)C(=O)NCCc3ccc(OC)cc3)oc2cc1OC	107.6	114.4	106.0	104.2	92.0	95.3	101.7	96.7	93.9
CCCCCCCCCCN	95.7	96.3	101.1	93.0	87.8	91.7	123.4	92.3	103.4
COc1ccc(C[n+]2cc([O-])on2)cc1	115.2	111.7	103.8	106.3	113.4	112.7	39.5	99.1	108.2
COC(=O)[C@H]1Cc2c([nH]c3ccccc23)[C@@H](c2cccnc2)N1	99.0	137.5	104.8	105.4	112.5	106.9	91.1	85.5	94.0
N=c1c2c(-c3ccccc3)c(-c3ccccc3)oc2ncn1NC(=O)c1ccc(Cl)cc1	92.9	98.3	94.4	95.2	108.4	112.1	44.3	89.5	101.5
CCCCn1c(NC(C)=O)c(S(=O)(=O)c2ccccc2)c2nc3ccccc3nc21	94.0	126.8	124.0	110.4	86.8	104.8	87.3	94.9	92.5
O=C1Nc2c(ccc(Cl)c2Cl)/C1=C\c1ccc(C(F)(F)F)cc1	68.8	100.3	74.4	89.7	77.4	75.5	101.9	76.4	59.1
O=C(NC(=O)N1CCN(C(=O)NC(=O)c2ccc(Br)cc2)CC1)c1ccc(Br)cc1	92.4	112.3	100.0	102.3	111.2	90.2	99.6	96.3	93.8
O=C1c2cccnc2-c2nccc3c2c1nc1cc(Br)ccc13	-66.2*	-85.0*	-75.9*	-78.6*	-90.9*	-89.2*	-78.4*	-66.0*	-48.5*
O=C1Nc2ccc(F)cc2/C1=C\c1c(-c2ccc(F)cc2)nc2ccccn12	98.9	121.0	.	105.3	80.2	90.8	61.3	.	102.8
COc1cc(/C=C2\CN(C)C/C(=C\c3cc(CN4CCOCC4)c(O)c(OC)c3)C2=O)cc(CN2CCOCC2)c1O	37.3	45.2	6.4*	15.2	78.0	67.5	81.8	41.0	.
CC(C)(C)OC(=O)CC[C@H](N)C(=O)O	99.6[20 µM]	105.0[20 µM]	102.9[20 µM]	105.7[20 µM]	111.5[20 µM]	100.1[20 µM]	103.4[20 µM]	95.5[20 µM]	104.7[20 µM]
Cc1ccccc1OCCSc1nc2ccc(NC(=O)c3ccccc3)cc2s1	91.6	109.8	83.8	76.9	91.2	84.6	63.7	61.5	.
O=S(=O)(NCCCNc1nccc(-c2c(-c3ccccc3)nc3occn23)n1)c1ccc(Cl)cc1	94.2	69.1	47.5	85.0	.	99.9	83.1	77.9	75.3
COc1ccc(/C=c2\c(=O)n(-c3ccccc3)c3nn4c(n23)=NNC(C)=C(C(=O)c2ccccc2)C4c2ccc(OC)cc2)cc1 (stereo unspecified)	94.0	111.1	119.1	99.2	95.4	103.6	85.2	98.4	86.8
CC(=O)N1N=C(c2ccc(-n3ccc(C(F)(F)F)n3)c(C)c2)CC1c1ccc[nH]1 (stereo unspecified)	94.3	110.3	93.4	101.1	107.6	97.9	.	57.5	98.5
CN=c1scc(-c2ccccc2)n1NC(=O)Cn1nc(-c2ccccc2)ccc1=O	92.2	136.2	119.0	108.6	.	117.5	109.7	85.3	82.1
NN1C(c2ccccc2)=C(c2ccccc2)Nn2c1nc1c(cnn1-c1ccccc1)c2=O	95.2	123.7	105.8	113.8	114.3	111.4	134.8	95.6	108.3

Later entries.
Value order: NCI-H23 | COLO 205 | HT29 | NCI-H460 | RXF 393 | NCI-H322M | A498 | NCI-H522 | NCI-H226
> Nc1cc(C(=O)O)cc(C(=O)O)c1
→ 107.6 | 99.0 | 97.2 | 111.6 | 128.5 | 101.8 | 98.0 | 91.0 | 107.7
> Cc1ccc(C(C)C)c(O)c1N=Cc1cc(Br)ccc1O
→ 95.6 | 110.4 | 109.4 | 105.4 | 113.2 | 101.3 | . | 97.2 | 96.4
> Cc1ccccc1N1CCN(C(=S)Cc2ccc3ccccc3c2)CC1
→ 96.7 | 104.5 | 101.3 | 111.2 | 132.6 | 115.4 | 108.6 | 85.0 | 107.2
> COC(=O)c1sccc1-c1cc(O)c(C(=O)Nc2ccccc2)s1
→ 83.0 | 102.4 | 90.0 | 104.3 | 115.1 | 93.3 | 114.6 | 90.9 | 90.9
> N#Cc1c(-c2c(Cl)cccc2Cl)nc(SCc2nnc(-c3ccc(Cl)cc3)o2)[nH]c1=O
→ 94.0 | 94.3 | 91.6 | 102.0 | 117.0 | 97.8 | 122.9 | 91.2 | 80.0
> Nc1nc2c(ncn2[C@H]2O[C@@H](CO)[C@H](O)[C@@H]2O)c(=O)[nH]1
→ 104.3 | . | 107.7 | 105.2 | 131.2 | 110.9 | . | 99.7 | 111.1
> Cc1cc(Oc2cnc(=O)[nH]c2)cs1
→ 104.7 | 107.1 | 115.9 | 104.5 | 90.7 | 98.7 | 90.1 | 107.3 | 96.2
> CC(=O)Nc1ccc2c(c1)Cc1c(F)cccc1-2
→ 94.9 | . | 111.1 | 92.2 | 99.0 | 112.4 | 77.6 | 89.0 | 89.4
> COC(CC=O)CC(C)CC(C)(C)C (stereo unspecified)
→ 98.7 | 111.0 | 100.2 | 110.8 | 106.1 | 100.2 | 107.1 | 100.2 | 107.0
> COc1ccc(C2=NN(c3ccccc3)C(c3ccc(OCc4ccc(Cl)cc4)c(OC)c3)C2)cc1OC (stereo unspecified)
→ 100.2 | 113.6 | 74.4 | 93.9 | 98.5 | 105.2 | 111.1 | 80.1 | 84.4

An excerpt from above in order of length of the SMILES, falling.
Value order: NCI-H23 | COLO 205 | HT29 | NCI-H460 | RXF 393 | NCI-H322M | A498 | NCI-H522 | NCI-H226
> COC(=O)c1sccc1-c1cc(O)c(C(=O)Nc2ccccc2)s1
→ 83.0 | 102.4 | 90.0 | 104.3 | 115.1 | 93.3 | 114.6 | 90.9 | 90.9
> Cc1ccccc1N1CCN(C(=S)Cc2ccc3ccccc3c2)CC1
→ 96.7 | 104.5 | 101.3 | 111.2 | 132.6 | 115.4 | 108.6 | 85.0 | 107.2
> Nc1cc(C(=O)O)cc(C(=O)O)c1
→ 107.6 | 99.0 | 97.2 | 111.6 | 128.5 | 101.8 | 98.0 | 91.0 | 107.7
